Scp1 inh = Scp-1 phosphatase inhibitors, primary screen, biochemical, colorimetric, uHTS; 340,000 compounds, 0.88% hits; Recombinant Scp1, phosphopeptide, malachite green phosphate absorbance; Carboxy-terminal domain RNA polymerase II polypeptide A small phosphatase 1 (Homo …; inhibition, % at 20 µM;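 active = inhibition above about 50% at 20 µM, limit read from the data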;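 note: plate controls were DMSO wells with enzyme for no effect and wells lacking enzyme for full effect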
Target sequence (Q9GZU7 76-261 limits assumed): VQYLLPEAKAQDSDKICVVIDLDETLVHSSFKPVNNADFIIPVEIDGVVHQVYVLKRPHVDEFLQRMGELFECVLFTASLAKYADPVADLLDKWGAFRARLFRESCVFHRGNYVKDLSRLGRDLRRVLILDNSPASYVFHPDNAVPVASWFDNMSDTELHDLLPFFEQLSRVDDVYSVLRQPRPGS
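Test system: SCP-1 catalytic domain; Buffer or medium: Acidic Tris acetate buffer with magnesium and detergent; Also added: Phosphorylated 17-residue peptide substrate; Compound: single 20 µM dose, 1% DMSO; Schedule: enzyme reaction 45 min at room temperature, colour 5 min, stabilisation 30 min; Signal: Phosphate-binding colour reagent, absorbance read at 630 nm.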
DNMT1 inh = human DNMT1 methyltransferase inhibitors, primary screen, biochemical, molecular beacon, fluorescence, HinP1I cleavage, uHTS; DNA (cytosine-5)-methyltransferase 1 (Homo sapiens), P26358; inhibition (reported as % activation of signal), % at 10 µM; 360,000 compounds, 0.83% hits; AID 588458, 2011; in the data active = inhibition above about 50%
MsrA inh = bovine MsrA enzyme inhibitors, primary screen, biochemical, absorbance, HTS. Methionine sulfoxide reductase A (Bos taurus). purified bovine MsrA, absorbance read-out. inhibition, % at 15.5 µM. 360,000 compounds, 0.75% hits. AID 651718, 2012; in the data active = inhibition above about 4.5%;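 note: 0% = vehicle wells with enzyme and 100% = reference inhibitor wells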
NadD block = inhibitors of S. aureus NadD, primary screen, biochemical, colorimetric, uHTS; Nicotinate-nucleotide adenylyltransferase NadD (Staphylococcus aureus N315); purified NadD enzyme, colorimetric absorbance read-out; inhibition, % at 20 µM; 360,000 compounds, 0.78% hits; AID 602399, 2012; in the data active = inhibition above about 26%; note: some compounds past the cut are filed as inactive
STEP inh = STEP phosphatase inhibitors, primary screen, biochemical, fluorescence intensity, uHTS; AID 588621, 2011; recombinant STEP, OMFP fluorogenic substrate; 360,000 compounds, 0.25% hits; inhibition, % at 20 µM;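 active = inhibition at 20 µM, scaled per plate between control wells, above about 37%, limit read from the data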;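 note: 0% = DMSO with enzyme and substrate and 100% = substrate only without enzyme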
Target sequence (P54829 whole entry, looked up): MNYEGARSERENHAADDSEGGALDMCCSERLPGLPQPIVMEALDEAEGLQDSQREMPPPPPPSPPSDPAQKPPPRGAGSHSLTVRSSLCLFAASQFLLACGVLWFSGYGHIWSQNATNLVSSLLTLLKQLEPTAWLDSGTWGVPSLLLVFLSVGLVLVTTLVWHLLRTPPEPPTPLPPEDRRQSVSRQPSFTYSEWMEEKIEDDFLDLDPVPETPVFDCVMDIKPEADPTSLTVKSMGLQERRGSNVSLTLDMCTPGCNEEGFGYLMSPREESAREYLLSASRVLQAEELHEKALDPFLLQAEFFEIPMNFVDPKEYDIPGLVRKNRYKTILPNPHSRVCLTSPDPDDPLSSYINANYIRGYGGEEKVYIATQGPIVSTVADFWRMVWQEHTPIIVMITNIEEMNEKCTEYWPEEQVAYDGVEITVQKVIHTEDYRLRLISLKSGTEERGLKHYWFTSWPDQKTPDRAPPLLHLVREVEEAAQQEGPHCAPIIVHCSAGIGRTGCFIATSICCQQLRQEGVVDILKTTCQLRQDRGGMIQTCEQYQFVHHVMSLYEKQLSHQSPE
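medium = Bis-Tris buffer pH 6.0, 2.5 mM DTT, 0.005% Tween 20 | test system = STEP (striatal-enriched tyrosine phosphatase) enzyme, cell-free | measure = normalized % inhibition | compound dosing = 20 µM, 1% DMSO | also added = 25 µM OMFP | schedule = reaction 20 min, ambient temperature | measured by = fluorescence read at 480 nm ex / 540 nm em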
SUMO1 PPI mod = modulators of SUMO1 protein-protein interactions, primary screen, biochemical, uHTS; Small ubiquitin-related modifier 1 (Homo sapiens), P63165; SUMO1 binding to a labelled peptide, TR-FRET, 1 h; inhibition, % at 20 µM; 360,000 compounds, 0.33% hits; AID 602429, 2012; in the data active = inhibition above about 37%
LMPTP block = LMPTP phosphatase inhibitors, primary screen, biochemical, fluorescence intensity, uHTS | Low molecular weight phosphotyrosine protein phosphatase (Homo sapiens), P24666 | recombinant LMPTP-A, OMFP fluorogenic substrate | inhibition, % at 20 µM | 360,000 compounds, 0.22% hits | AID 651560, 2012;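 active = compounds that cut the enzyme signal by at least half of the control window in the single-dose screen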;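 note: plate controls were DMSO wells with enzyme plus substrate for no effect and substrate without enzyme for full effect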
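Assay system: LMPTP-A phosphatase enzyme | Input: 0.625 nM enzyme | Also added: Fluorogenic phosphatase substrate OMFP at 400 µM final | Compound dosing: One test concentration per compound, 20 µM, with 3% DMSO overall | Schedule: 50 min enzyme reaction at room temperature, protected from light | Signal: Fluorescence intensity | Benchmarks: no-enzyme and uninhibited controls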
CSN deneddyl inh = inhibitors of CSN-mediated cullin deneddylation, primary screen, biochemical, fluorescence polarization, uHTS. 360,000 compounds, 0.38% hits. Purified CSN, SCF-Nedd8-OG deneddylation. inhibition, % at 12.5 µM. COP9 signalosome complex subunit 5 (Homo sapiens), Q92905;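 active = pattern-corrected inhibition above about 35%, with an unprinted fluorescence ratio check between 0.5 and 1.5, limit read from the data, passing the limit was not always enough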;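 note: 0% = enzyme with substrate and 100% = substrate without enzyme; some results filed as inactive read as strong as hits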
Target sequence (Q92905 whole entry, looked up, one chain of several): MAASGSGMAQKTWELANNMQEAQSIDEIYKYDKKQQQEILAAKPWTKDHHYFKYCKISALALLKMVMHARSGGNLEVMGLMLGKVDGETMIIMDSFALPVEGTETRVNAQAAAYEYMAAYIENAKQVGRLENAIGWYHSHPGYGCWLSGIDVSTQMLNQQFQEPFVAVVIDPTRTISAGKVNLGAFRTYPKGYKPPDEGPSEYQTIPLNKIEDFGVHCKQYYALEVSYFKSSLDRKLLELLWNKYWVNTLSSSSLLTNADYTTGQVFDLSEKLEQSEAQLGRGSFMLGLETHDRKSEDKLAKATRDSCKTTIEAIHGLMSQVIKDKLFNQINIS
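Assay system: HEK293T-derived human Csn5 enzyme; quantity: 0.24 nM enzyme; medium: Tris/NaCl/DTT buffer, pH 7.5; also added: substrate SCFSkp2-Nedd8OG, 10 nM; doses: 12.5 µM compound; schedule: 90 min reaction at room temperature; signal: FP; read-out: % inhibition of substrate cleavage by Csn5; benchmarks: substrate-only high control, full reaction low control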
Tb MetRS inh = T. brucei MetRS inhibitors, primary screen, biochemical, luminescence | inhibition, % at 11.9 µM | purified T. brucei MetRS, ATP depletion, Kinase-Glo luminescence | 360,000 compounds, 0.4% hits | AID 624268, 2012;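 active = inhibition above a per-plate cutoff of the control wells' mean inhibition plus 3 SD, cut at about 5.5% in these data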;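 note: 0% = DMSO wells median and 100% = median of wells with control inhibitor compound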
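Test system – parasite MetRS enzyme · Reagent – substrates ATP, L-methionine and bulk Escherichia coli tRNA · Doses – 11.9 µM compound single dose, 0.9% DMSO · Times – 15 min enzyme-compound preincubation, 2 h reaction, 10 min detection, 25 °C · Signal – Kinase-Glo luminescence, ATP depletion format · Controls – DMSO-only wells as low control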
Rpn11 inh = Rpn11 (PSMD14) deubiquitinase inhibitors, primary screen, biochemical, fluorescence polarization, uHTS. 26S proteasome non-ATPase regulatory subunit 14 (Homo sapiens), O00487. 360,000 compounds, 0.59% hits. human 26S proteasome, Ub4-pepOG fluorescence polarization; 20S core pre-blocked with epoxomicin. calls only at 20 µM;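 active = inhibition at 20 µM, scaled to each plate's controls, above about 33%, limit read from the data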
An asterisk follows results filed as active; i = inactive; nt = not tested or not shown. These rows are one share of the data. The share of hits here may be higher or lower than overall.

SMILES | Scp1 inh | DNMT1 inh | MsrA inh | NadD block | STEP inh | SUMO1 PPI mod | LMPTP block | CSN deneddyl inh | Tb MetRS inh | Rpn11 inh
OC1(c2ccc(F)cc2)CCNC1 (stereo not drawn) | -11 | 4 | 0.2 | 10 | -2 | 0 | -0.1 | -4 | -0.4 | i
O[C@@H]1CCCN2CCc3c([nH]c4ccccc34)[C@H]12 | 1 | -7 | 1.4 | -5 | 4 | 2 | -0.8 | 5 | -0.1 | i
CCOc1cc2c(cc1OCC)-n1cccc1C(c1ccc(F)c(OC)c1)NC2 (stereo not drawn) | -13 | -4 | -1.3 | -6 | -4 | 6 | -1.5 | 1 | -0.4 | i
CC1C2Cc3ccc(O)cc3[C@]1(C)CCN2CCc1ccccc1 (stereo partly drawn) | 4 | 6 | 0.6 | 0 | -1 | -4 | 0.2 | -2 | 0.8 | i
COc1cccc(C2=NOC(C(=O)N3CCC4(CC3)OCCO4)C2)c1 (stereo not drawn) | 0 | 5 | -0.6 | -9 | 2 | -1 | -0.8 | -1 | -0.1 | i
COc1ccc(/C=C2\C(=N\O)C3CCN2CC3)cc1 | -7 | 7 | 1.9 | -6 | -3 | -3 | -0.4 | 5 | -0.1 | i
Cc1nn(Cc2ccccc2)c(C)c1C(=O)OCC(=O)Nc1ccccc1SCC#N | -11 | 2 | 0.1 | 8 | -8 | -4 | -2.1 | 12 | -0.8 | i
CCOc1cc(C=C2C(=O)NC(=O)NC2=O)ccc1OS(=O)(=O)c1ccccc1 | -1 | -6 | nt | 5 | -7 | 2 | -0.7 | -1 | -1.4 | i
C/C(=N\N1CCCCC1c1cccnc1)c1c(O)n(C2CCCCC2)c(=S)[nH]c1=O (stereo not drawn) | -9 | -6 | 2.7 | 19 | -3 | 0 | -0.2 | 7 | 0.0 | nt
CN(C)CC1CSCCC1(O)c1ccc(Cl)cc1 (stereo not drawn) | -7 | 1 | 0.6 | -1 | 9 | -2 | -2.0 | -2 | -0.1 | i
Cc1cc(C)c(C(=O)N2CCC3(CC2)OCCO3)c(C)c1 | -7 | 0 | 0.2 | 0 | 1 | -4 | 1.1 | 2 | -0.2 | i
NC(=O)c1cn(C2CCCCC2)c2ccccc2c1=O | -5 | 0 | 0.6 | -7 | 0 | 1 | -2.0 | 2 | -0.4 | i
CC(Cc1ccccc1)NCCC(=O)NC(C)Cc1ccccc1 (stereo not drawn) | -4 | 0 | -0.9 | -8 | -2 | 3 | -2.4 | -2 | -1.6 | i
O=c1[nH]c(=S)n(C2CC2)c(O)c1C=NCc1ccc(F)cc1 | 1 | 0 | 1.5 | -5 | 1 | 2 | -0.4 | 2 | -0.6 | i
CCOP(=O)(NC(C)C)Oc1ccc(SC)c(C)c1 (stereo not drawn) | -8 | -2 | 0.2 | -6 | -2 | -2 | -1.6 | 0 | -0.2 | i
C=CCN1Cc2ccccc2-n2nncc2C1 | nt | 7 | 1.8 | -9 | 0 | 2 | -1.4 | 0 | -0.3 | i
CCCCCCn1c(O)c(C=NCCN2CCOCC2)c(=O)[nH]c1=O | 0 | 0 | -0.7 | -3 | -4 | 0 | -5.0 | 4 | -0.5 | i
COc1ccc(/C=C2/C(=O)NC(=O)N(c3ccccc3)C2=O)cc1CN1C(=O)c2ccccc2C1=O | -4 | -7 | nt | -1 | 0 | -13 | -1.8 | -6 | -0.5 | i
COc1ccc(/C=C2/C(=O)NC(=O)N(c3ccc(C)c(C)c3)C2=O)cc1CN1C(=O)c2ccccc2C1=O | 35 | 2 | 1.6 | 29* | 0 | 0 | -1.0 | 0 | 0.8 | i
O=c1[nH]c(=S)[nH]c(O)c1N=Nc1ccc(S(=O)(=O)N2CCc3ccccc32)cc1 | -9 | -14 | 1.7 | 49* | 0 | -17 | 1.1 | 6 | 1.0 | i

Next part; it opens with the 3 that closed the last part.
SMILES | Scp1 inh | DNMT1 inh | MsrA inh | NadD block | STEP inh | SUMO1 PPI mod | LMPTP block | CSN deneddyl inh | Tb MetRS inh | Rpn11 inh
COc1ccc(/C=C2/C(=O)NC(=O)N(c3ccccc3)C2=O)cc1CN1C(=O)c2ccccc2C1=O | -4 | -7 | nt | -1 | 0 | -13 | -1.8 | -6 | -0.5 | i
COc1ccc(/C=C2/C(=O)NC(=O)N(c3ccc(C)c(C)c3)C2=O)cc1CN1C(=O)c2ccccc2C1=O | 35 | 2 | 1.6 | 29* | 0 | 0 | -1.0 | 0 | 0.8 | i
O=c1[nH]c(=S)[nH]c(O)c1N=Nc1ccc(S(=O)(=O)N2CCc3ccccc32)cc1 | -9 | -14 | 1.7 | 49* | 0 | -17 | 1.1 | 6 | 1.0 | i
C=CCNC(=O)c1c(N)n(CCN2CCOCC2)c2nc3ccccc3nc12 | -5 | -7 | 2.8 | 3 | -1 | -21 | -2.7 | 0 | -0.5 | i
COc1ccc2c(c1)[C@]13CCCCC1C(C2)N(C)CC3 (stereo partly drawn) | -2 | -1 | 1.3 | -3 | 3 | 2 | -0.4 | 5 | -0.1 | i
CCOC(=O)[C@]12Cc3cc(Cl)ccc3[C@H]1N(Cc1ccccc1)C(=O)c1ccccc12 | -9 | -4 | 0.1 | -5 | 2 | 3 | 5.0 | 2 | -0.2 | i
Cc1ccc(OC(F)F)c(N2C(=O)C3C4CCC(O4)C3C2=O)c1 (stereo not drawn) | -8 | 4 | -0.6 | -8 | 0 | -2 | -1.3 | -1 | 0.3 | i
Cc1ccccc1-n1c(CNc2ccccc2)nc2ccccc2c1=O | 5 | -7 | -1.4 | 5 | 1 | 0 | -0.4 | 2 | -0.1 | i
O=C(NCCN1CCOCC1)c1ccc(Cl)nc1 | -10 | 9 | 0.2 | -5 | -3 | 2 | -3.0 | 4 | -0.1 | i
CC(C)CCP(=O)(O)c1ccccc1 | -13 | 2 | 0.3 | -6 | 2 | -1 | -1.5 | 4 | -1.2 | i
Nc1cccc(SC2CC(=O)N(c3ccc(Cl)cc3C(=O)c3ccccc3)C2=O)c1 (stereo not drawn) | nt | -2 | 1.9 | 2 | -1 | 6 | 1.2 | 2 | -0.2 | i
CC1CC2CC(=O)CCC2(C)C2CCC3(C)C(O)CCC3C12 (stereo not drawn) | nt | -1 | -0.5 | -2 | 1 | 6 | -0.5 | 0 | -0.1 | i
CC(C)c1ccc(C(c2c(O)c3ccccc3oc2=O)c2c(O)c3ccccc3oc2=O)cc1 | nt | 14 | 1.8 | 12 | 2 | 25 | 4.4 | 2 | 0.1 | i
CCOC(=O)C(c1c(O)c2ccccc2oc1=O)c1c(O)c2ccccc2oc1=O | nt | 0 | 0.7 | 0 | -2 | 12 | 0.0 | 1 | -0.4 | i
O=c1c2ccccc2nc(-c2ccccc2)n1-c1ccncc1 | 9 | 2 | -0.2 | -2 | -5 | 1 | -1.2 | 4 | -1.4 | i
CN1C(=O)NC(=O)C(C)(C2=CCCCC2)C1=O (stereo not drawn) | -1 | 0 | -1.5 | 0 | 0 | 3 | -0.3 | 0 | -0.4 | i
O=C(Nc1ccc(Cl)cc1)N1CC1 | -16 | -10 | -1.1 | 1 | 1 | -13 | 0.1 | 3 | 0.1 | i
CC12CN3CN(C1)CC(C)(C3)C2=NO | -11 | 0 | -0.2 | -1 | 1 | -5 | -2.2 | 0 | -0.8 | i
CC(C)Nc1ccc(Nc2ccccc2)cc1 | -2 | -3 | 2.1 | 19 | 5 | -3 | 6.0 | -1 | -0.3 | i
CCOC(=O)C1=C(N)Oc2c(c(=O)oc3ccccc23)C12C(=O)N(C)c1ccccc12 (stereo not drawn) | 0 | -1 | -1.0 | 1 | 2 | -3 | -1.0 | 1 | -0.5 | i
COC(=O)Cn1cc(/C=C2\C(=O)NC(=O)N(c3ccccc3)C2=O)c2ccccc21 | -2 | -6 | -0.4 | 11 | -1 | 3 | 0.5 | 6 | -0.6 | i
COc1ccc(NC(=O)c2cc([N+](=O)[O-])ccc2N2CCNCC2)cc1 | 5 | -6 | 1.4 | 5 | 0 | -19 | 0.2 | -10 | -0.9 | i
CC1(C)N=C(c2ccccc2)[C@@H]2C(c3ccc([N+](=O)[O-])cc3)N21 (stereo partly drawn) | -5 | 1 | -0.2 | -2 | -2 | -15 | -1.9 | -10 | 0.6 | i
COc1ccc(CC2(CCc3ccccn3)C(=O)NC(=O)N(c3ccccc3C)C2=O)cc1OC (stereo not drawn) | -6 | 4 | -0.1 | -2 | 1 | 0 | -0.7 | 0 | -0.2 | i
COC(=O)C1=C(c2ccc(OCc3ccccc3)c(F)c2)C[C@@H]2CC[C@H]1N2C | nt | -2 | 1.1 | 3 | 1 | -3 | 0.0 | -2 | -0.8 | i
CC(C(=O)O)N(C(=O)c1ccccc1)c1ccc(F)c(Cl)c1 (stereo not drawn) | 9 | 0 | 1.8 | 5 | 0 | 2 | -1.8 | -5 | -1.2 | i
COc1cccc(-n2c(O)c(C=Nc3c(C)n(C)n(-c4ccccc4)c3=O)c(=O)[nH]c2=O)c1 | -5 | 1 | 3.4 | 0 | 0 | 0 | 0.2 | -1 | -0.2 | i
COc1cc(C2SCC(=O)Nc3c2c(=O)[nH]n3C2CCCCCC2)cc(OC)c1OC (stereo not drawn) | -2 | 0 | 1.3 | 5 | -2 | -2 | -3.1 | 4 | -0.7 | i

Compound activity (PubChem BioAssay)
